# hcGAS lum: inhibitors of human cGAS; Q8N884; recombinant h-cGAS, ATP depletion, Kinase-Glo luminescence; inhibition, % at 12.5 µM; 290,000 tested, 0.081% active;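 note: 0% = vehicle reaction and 100% = reaction without DNA for no activity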
# Target sequence (Q8N884 whole entry, looked up): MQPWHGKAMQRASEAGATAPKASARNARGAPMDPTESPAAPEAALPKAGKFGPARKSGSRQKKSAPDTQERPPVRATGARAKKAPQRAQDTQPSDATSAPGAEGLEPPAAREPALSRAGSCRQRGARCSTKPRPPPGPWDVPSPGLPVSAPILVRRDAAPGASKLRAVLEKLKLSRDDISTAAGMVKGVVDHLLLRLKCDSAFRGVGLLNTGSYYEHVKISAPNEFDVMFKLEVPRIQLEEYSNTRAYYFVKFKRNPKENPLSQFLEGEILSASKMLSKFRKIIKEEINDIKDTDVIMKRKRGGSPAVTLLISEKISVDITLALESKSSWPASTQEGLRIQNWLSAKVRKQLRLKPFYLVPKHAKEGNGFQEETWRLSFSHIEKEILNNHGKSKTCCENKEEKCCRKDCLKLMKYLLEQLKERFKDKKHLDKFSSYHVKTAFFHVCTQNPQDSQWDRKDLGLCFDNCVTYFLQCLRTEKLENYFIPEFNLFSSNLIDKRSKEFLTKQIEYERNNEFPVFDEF
# NPYLR7 agonist: activates Aedes aegypti NPYLR7 receptor. activation, % at 10 µM. 270,000 tested, 0.15% active. HEK293T NPYLR7/Galpha15, GCaMP6s calcium fluorescence; in the data active = activation above about 40%;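 note: 0% = vehicle and 100% = reference agonist at the receptor; some compounds past the cut are filed as inactive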
# mcGAS lum: inhibitors of mouse cGAS. Q8C6L5. recombinant cGAS, Kinase-Glo ATP depletion luminescence. inhibition, % at 12.5 µM. 160,000 tested, 0.15% active;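 note: 0% = negative control wells and 100% = reference inhibitor with no enzyme activity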
# Starred values were filed as active, the others as inactive; . = no result given; & = joins results of further samples. Cut-off read from the data, not from the text of the source, unless noted: active = inhibition above about 40%; inactive = the rest.
SMILES,hcGAS lum,NPYLR7 agonist,mcGAS lum
COc1ccc(OC)c(NC(=O)Cn2cc(OC)c(=O)cc2CN2CCN(c3ccccc3)CC2)c1,-6,-2,-7
CC1CN(C(=O)Cn2cnc3c(nnn3-c3cccc(F)c3)c2=O)CC(C)O1 (stereo not given),-6,-3,-9
COC(=O)CSc1nnc(N2CCN(c3ccccc3)CC2)s1,-3,-3,-6
CC(C)(C)c1ccc(C(=O)Nc2cc(C(=O)NCc3cccs3)ccc2N2CC3CC(C2)c2cccc(=O)n2C3)cc1 (stereo not given),2,-4,.
Cc1noc2c1C1(C(=O)N(Cc3ccccc3)c3ccccc31)C(C#N)C(N)=N2 (stereo not given),-2,-2,.
O=C(Cc1csc(SCC(=O)c2ccc3c(c2)OCO3)n1)NCCC1=CCCCC1,-8,.,-9
Cc1oc(-c2ccc(Cl)cc2)nc1CN1CCCCC1CCc1ccccn1 (stereo not given),5,-4,.
O=C(Cc1ccccc1)N(Cc1ccc(F)cc1)Cc1nc2cc(Cl)ccc2o1,-6,-1,-5
CN(C)CCN(Cc1ccco1)C(=O)c1ccncc1F,-9,4,.
O=S(=O)(NCC(c1ccsc1)N1CCCC1)c1ccc(-c2ccccc2)cc1 (stereo not given),-7,7,-6
OCCOc1ccccc1CN1CCOC(c2ccc(Cl)c(Cl)c2)C1 (stereo not given),-2,-1,.
CCCn1c(=O)c2c(=S)nc(C)[nH]c2n(CCC)c1=O,-4,6,.
O=C(NC(c1ccc(Cl)cc1)c1cnccn1)C1CCN(Cc2ccccc2)CC1 (stereo not given),-4,14,-2
CC1=C(c2ccc(C)cc2)S(=O)(=O)N=C1Nc1ccc(C)cc1,-2,1,.
CCn1cc(C(=O)NCCc2ccccc2)c2nn(-c3ccccc3)c(=O)c-2c1,-2,4,-1
Cc1cccc2nc(-c3ccccn3)c(NC(C)(C)CC(C)(C)C)n12,-7&-5,-6,-6&-6
O=C(NC(C(=O)N/N=C\c1ccc(F)c(Br)c1)c1n[nH]c(=O)c2ccccc12)c1ccccc1 (stereo not given),-5,9,-7
CCn1cnc2c1c(=O)n(Cc1ccco1)c(=O)n2-c1ccc(Cl)cc1,-5,3,.
CN(C)C(=O)N1CCn2nc(CNC3CSCCSC3)cc2C1,-14,.,-6
O=C(CCc1nnc(C2CCCCC2)o1)NCCCc1ccccc1,3,2,.

# Compound profiles, as listed above. Values in the order: hcGAS lum | NPYLR7 agonist | mcGAS lum
# Record of O=C(Cc1csc(SCC(=O)c2ccc3c(c2)OCO3)n1)NCCC1=CCCCC1 : -8 | . | -9
# Record of O=C(NC(C(=O)N/N=C\c1ccc(F)c(Br)c1)c1n[nH]c(=O)c2ccccc12)c1ccccc1 (stereo not given) : -5 | 9 | -7
# Record of Cc1oc(-c2ccc(Cl)cc2)nc1CN1CCCCC1CCc1ccccn1 (stereo not given) : 5 | -4 | .

# Following part:
SMILES,hcGAS lum,NPYLR7 agonist,mcGAS lum
COCCCN1C(=O)N(Cc2ccccn2)C(=O)C12CCN(Cc1cc3ccccc3o1)CC2,7,-13,-1
O=C(Cc1cccs1)N1CCC(c2nc(-c3ccc(C(F)(F)F)cc3)no2)CC1,1,-13,1
COc1ccc(S(=O)(=O)Nc2ccc(SC)nc2)cc1OC,-10,-1,-18
Nc1c(C(=O)N2CCCCC2)ccc2c1C(=O)c1ccccc1C2=O,-4,2,-7
COc1ccc(C(=O)NCCc2nnc3ccc(SCC(=O)c4ccccc4)nn23)cc1,-3,4,-7
O=C(NNC(=O)c1cc(Cl)ccc1O)c1ccc(Cl)cc1,-9,7,.
O=C1NCCN(Cc2cccs2)C1CC(=O)N1CCCCCC1 (stereo not given),-3&-4,-1&6,-11
COCCNc1nc2c(C)cccn2c(=O)c1C=C1SC(=S)N(CC(C)C)C1=O,-1,8,-5
CC(N)C(O)c1cccc(O)c1 (stereo not given),-3,-6,.
CC(=O)Nc1ccc(C(=O)NC(C)(C)c2nc(C(F)(F)F)cs2)cc1,-4,0,.
CN(C)C(=O)N1CCCC(C(=O)Nc2nnc(C3CCCCC3)s2)C1 (stereo not given),-3,.,-3
CC(C)CNC(=O)CCN(Cc1ccccc1)c1nc(-c2ccccc2)nc2ccccc12,1,15,0
CCCCC(=O)NC1CCN(Cc2ccc(Br)s2)CC1,-5,6,.
CCCCCCc1nnc(NC(=O)CC(C)C)s1,11,8,.
COc1ccc(OC)c(N2CCN(C(=O)c3ccc(Cl)cc3)C(C)C2=O)c1 (stereo not given),-5,0,.
Cc1ccccc1N1CCN(C(=O)c2ccccc2N2CCC(NC(=O)C3CC3)CC2)CC1,-4,0,.
O=C(NCC1CCN(c2ccc(F)cc2)C1)N1CCCC1c1ccncc1 (stereo not given),-13,2,.
CCSc1nc2c(c(=O)n1-c1ccc(C)cc1)SCC2,-1,1,.
CCCn1c(=O)c2c(nc3n2CC(C)CN3c2ccc(OCC)cc2)n(C)c1=O (stereo not given),1,3,-2
COc1cc(NS(=O)(=O)c2ccc(OC(F)(F)F)cc2)cc(OC)c1,8,1,4
Cc1oc(-c2ccccc2Cl)cc1C(=O)N1CCCCC1CO (stereo not given),3,7,2
Cc1ccc(-c2cc3c(=O)n(CC(=O)NCc4ccccc4Cl)ccn3n2)cc1,-6,3,-7
Cc1ccc2ncc(CCNC(=O)CC(C)(C)O)n2c1,-5,2,.
CCc1nnnn1Cc1ccc(OC)cc1Cl,-10,-2,.
C=C(C)Cn1c(C(=O)N2CCN(C(=O)Nc3ccccc3C)C(C)C2)cc2ccsc21 (stereo not given),-10,-2,-3
CC(C)Oc1ccc(C(=O)N2CCCC(O)C2)cc1 (stereo not given),-1,0,.
Cc1ccc2nc(N(CCCN(C)C)C(=O)CN3C(=O)c4ccccc4C3=O)sc2c1,0,11,-3
COc1cc(OC)cc(C(=O)NCC2CCCN(C(=O)CCN3CCCCO3)C2)c1 (stereo not given),-9,3,.
Cc1ccc(CN(CCc2ccccc2)C(=O)CN(Cc2ccc(C(F)(F)F)cc2)CC2CCCO2)o1 (stereo not given),-4,.,-9
CCSCC(C)NCc1nc(-c2ccccc2C)no1 (stereo not given),-2,6,-1
COc1ccc(C(=O)N2CCC(C(=O)NC3CCCC[C@H]3NC(=O)c3ccc(F)cc3)CC2)cc1 (stereo not given in full),-3,2,-4
O=C(Nc1nc(CC(=O)N2CCCc3ccccc32)cs1)c1ccc(=O)[nH]c1,-7,6,-9
CC(C)OCCCNC(N)=O,-7,16,.
O=C(c1ccc(NS(=O)(=O)c2ccc3c(c2)OCCCO3)cc1)N1CCC2CCCCC2C1 (stereo not given),-6,2,-17
CC(C)(C)c1cc(C(=O)N2CC(=O)N3CCc4ccccc4C3C2)n(Cc2ccccc2)n1 (stereo not given),-2,21,-5
CC(C)C(C)NS(=O)(=O)c1c(Cl)cc(Br)cc1Cl (stereo not given),-4,23,.
COC(=O)C1CCCC1NC(=O)CCc1ccccc1Cl (stereo not given),4,0,.
CCC1CN(Cc2ccc(S(=O)(=O)NC)cc2)CCN1C(C)C (stereo not given),2,-2,.
CC(C)CN1CCC1(C)C(=O)Nc1ccc(-n2cccc2)cc1 (stereo not given),-4,2,-5
Cn1c(=O)c(-c2nc3ccccc3[nH]2)c(Cl)c2cc(Cl)ccc21,-8,6,.
COc1cc2c(cc1OC)CN(C(=O)C1CCC(=O)N(Cc3ccccn3)C1)CC2 (stereo not given),-9,19,-14
CCn1c(=O)c(C(=O)NCc2ccco2)nn(-c2ccc(S(C)(=O)=O)cc2)c1=O,-2,3,-3
COc1ccc2c(c1)CCN(S(=O)(=O)C1CC1)C2,-4,9,.
O=C1CN(C(=O)CC2C(=O)NCCN2CC(c2ccccc2)c2ccccc2)CCN1 (stereo not given),0,8,-14
CC1CC(NC(=O)c2ccncc2)C(=O)N1c1ccccc1 (stereo not given),-11,4,.
CC(C)c1cc(C2CCN(C(=O)c3cc(=O)c4ccccc4[nH]3)CC2)[nH]n1,-3,6,-7
CCNC(=O)c1ccc(NC(=O)c2cnc(C)[nH]2)cc1,-51,2,-45
CCCOc1ccccc1C1C(C(=O)OC2CCCC2)=C(C)NC2=C1C(=O)CCC2 (stereo not given),-2,-6,-6
COc1ccc(C(=O)Nc2cc(C(=O)N3CCOCC3)cn(C)c2=O)c(OC)c1,-3,-13,-3
CCOC(=O)Cn1c(C2CC(=O)N(c3cccc(Cl)c3)C2)nc2ccccc21 (stereo not given),-11,9,-8
CCCc1cc(CNC(=O)c2cccc3ccnn23)on1,-4,1,-16
COc1ccc(-c2cc(N)n(-c3ccc(C(=O)Nc4ccccc4OC)cc3)n2)cc1,-3,6,-4
c1ccc2nc(C3=NCCN3)ccc2c1,-5,3,-3
CC[C@H]1OC(=O)[C@H](C)C(=O)[C@H](C)[C@@H](O[C@@H]2O[C@H](C)C[C@H](N(C)C)[C@H]2O)[C@](C)(OC)C[C@@H](C)C(=O)[C@H](C)[C@@H]2N(CCCCn3cnc(-c4cccnc4)c3)C(=O)O[C@@]21C,-1,-2,.
Cc1cn2nc(N3CCCC3c3c(C)nn(C)c3Cl)sc2n1 (stereo not given),-7,3,.
O=[N+]([O-])c1ccc(NN=Cc2c(F)c(F)c(F)c(F)c2F)cc1,-4,3,0
CC(=O)NC1C(OC(C)(C)C)OC(COC(C)=O)C(OC(C)=O)C1OC(C)=O (stereo not given),-7,0,.
Cn1ccnc1C1CCCCN1C(=O)CC1(c2ccccc2)CC(=O)N(CCc2ccccn2)C1=O (stereo not given),-8,14,-11
COC(=O)Cc1csc(N(C)C(=O)c2cc(C)n(C(C)C)c2C)n1,-6,3,.
CC(C)(C)OC(=O)N1CCN(C(=O)c2cccc3c2OCCO3)C2(CCCCC2)C1,-3,-14,.
# Additional structures:
SMILES,hcGAS lum,NPYLR7 agonist,mcGAS lum
CC1Oc2ccccc2N(CC(=O)OCc2c(Cl)nc(Cl)n2-c2ccccc2)C1=O (stereo not given),0,0,.
Cc1cc(C(=O)N2CCC(CN3CCCCC3=O)CC2)n[nH]1,-5,8,.
O=C(NCc1cccnc1Oc1ccc(F)c(F)c1)[C@H](O)c1ccccc1,-6,.,-12
Cc1nc2cc(NC(=O)C3(C)CCCN(C(C)C)C3)ccc2o1 (stereo not given),-9,1,.
c1cncc(-c2noc(CCNC3CCSC3)n2)c1 (stereo not given),2,-5,0
CCOc1ccccc1C(=O)Nc1nc(-c2ccc(Cl)cc2)cs1,-2,-3,-4
O=C(c1ccc(CSc2nc(Cl)cc(N3CCN(c4cccc(C(F)(F)F)c4)CC3)n2)cc1)N1CCN(C/C=C/c2ccccc2)CC1,-7,15,-5
O=C(NCc1scnc1-c1ccccc1)c1cn(CCc2ccccc2)nn1,-9,-8,-11
Cn1cncc1[C@H]1N[C@](CO)(c2ccccc2)[C@H]2CN(Cc3ccccc3)C[C@@H]12,1,4,.
CCCCCc1ccc(C(=O)N(CC(=O)N(CCc2c[nH]c3ccccc23)Cc2ccc(OC)c(OC)c2)C2CC2)cc1,-1,12,-4
COc1ccc(-n2nc(C)c([C@H]3C=C[C@@H](OC(=O)N[C@H](C)c4ccccc4)C3)c2C)cc1,-5,-9,-9
CC(=O)c1ccc(Oc2cc(C(F)(F)F)nc(SCc3cccc(C)c3)n2)cc1,-2,2,-3
Cc1c(C(=O)N2CCC(n3c(=O)[nH]c4ccccc43)CC2)cnn1-c1ccccc1,-6,-7,-6
O=C(CN1CN(c2ccccc2)C2(CCN(C(=O)c3cc(Cl)cc(Cl)c3)CC2)C1=O)NCc1ccc(F)cc1,-5,9,-4
Cc1ccc(NC(=O)CN(C)C(C)C(=O)N(C)c2ccccc2)nc1 (stereo not given),1,5,0
COc1cc(NC2CCCN(c3ncccc3C#N)C2)cc(OC)c1 (stereo not given),-5&0,3&-1,0

# Structural class, the entries above with an aryl methoxy group
SMILES,hcGAS lum,NPYLR7 agonist,mcGAS lum
COc1ccc(OC)c(NC(=O)Cn2cc(OC)c(=O)cc2CN2CCN(c3ccccc3)CC2)c1,-6,-2,-7
COc1ccc(S(=O)(=O)Nc2ccc(SC)nc2)cc1OC,-10,-1,-18
COc1ccc(C(=O)NCCc2nnc3ccc(SCC(=O)c4ccccc4)nn23)cc1,-3,4,-7
COc1ccc(OC)c(N2CCN(C(=O)c3ccc(Cl)cc3)C(C)C2=O)c1 (stereo not given),-5,0,.
COc1cc(NS(=O)(=O)c2ccc(OC(F)(F)F)cc2)cc(OC)c1,8,1,4
CCc1nnnn1Cc1ccc(OC)cc1Cl,-10,-2,.
COc1cc(OC)cc(C(=O)NCC2CCCN(C(=O)CCN3CCCCO3)C2)c1 (stereo not given),-9,3,.
COc1ccc(C(=O)N2CCC(C(=O)NC3CCCC[C@H]3NC(=O)c3ccc(F)cc3)CC2)cc1 (stereo not given in full),-3,2,-4
COc1cc2c(cc1OC)CN(C(=O)C1CCC(=O)N(Cc3ccccn3)C1)CC2 (stereo not given),-9,19,-14
COc1ccc2c(c1)CCN(S(=O)(=O)C1CC1)C2,-4,9,.
COc1ccc(C(=O)Nc2cc(C(=O)N3CCOCC3)cn(C)c2=O)c(OC)c1,-3,-13,-3
COc1ccc(-c2cc(N)n(-c3ccc(C(=O)Nc4ccccc4OC)cc3)n2)cc1,-3,6,-4
CCCCCc1ccc(C(=O)N(CC(=O)N(CCc2c[nH]c3ccccc23)Cc2ccc(OC)c(OC)c2)C2CC2)cc1,-1,12,-4
COc1ccc(-n2nc(C)c([C@H]3C=C[C@@H](OC(=O)N[C@H](C)c4ccccc4)C3)c2C)cc1,-5,-9,-9
COc1cc(NC2CCCN(c3ncccc3C#N)C2)cc(OC)c1 (stereo not given),-5&0,3&-1,0

# Assay outcomes (PubChem)
